Source: PubChem
SENP1 inh: SENP1 (human) catalytic domain inhibition. Q9P0U3. recombinant SENP1 catalytic domain, CyPet-SUMO1-YPet FRET cleavage. inhibition, % at 10 µM. actives 0.21% (n = 360,000);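 active = inhibition at least 30% at 10 µM, raw YFP signal under a set limit, fluorescence ratio 0.5 to 1.5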;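 also: 0% = enzyme with DMSO and 100% = no enzyme wells; some results filed as inactive read as strong as hits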
Target sequence (Q9P0U3 419-644 limits assumed): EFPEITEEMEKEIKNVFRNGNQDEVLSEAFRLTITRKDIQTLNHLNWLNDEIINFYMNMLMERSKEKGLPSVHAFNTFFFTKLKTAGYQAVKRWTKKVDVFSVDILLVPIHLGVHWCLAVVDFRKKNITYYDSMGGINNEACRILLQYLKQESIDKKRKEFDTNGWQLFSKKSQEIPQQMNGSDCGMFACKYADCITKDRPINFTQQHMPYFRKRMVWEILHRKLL
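material = recombinant human SENP1 catalytic domain, His6-tagged | quantity = 20 pM enzyme | reagent = 25 nM SUMO1 FRET substrate | compound dosing = 10 µM single point, 0.5% DMSO | timing = 50 min enzyme reaction, room temperature, light-protected | detection = FRET, CFP and YFP emission | control set = no-enzyme low, enzyme-DMSO high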
SENP8 block-1: SENP8 (human) protease inhibition | actives 0.64% (n = 360,000) | recombinant SENP8, Nedd8 substrate fluorescence | Q96LD8 | inhibition, % at 20 µM | AID 602440; in the data active = inhibition mostly above about 40%, no sharp cut-off; inactive = mostly below about 27%
Apaf1 inhib: inhibitors of human Apaf-1 apoptosome; O14727; inhibition, % at 20 µM; AID 489030; reconstituted apoptosome caspase-3 activity, DEVD-Rh110 fluorescence; actives 0.71% (n = 330,000); active = inhibition of at least 40% at 20 µM;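 also: plate controls were DMSO wells for no effect and DEVD-CHO caspase inhibitor wells for full effect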
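Assay system: Apoptosome proteins | Medium: pH 7.5 Hepes buffer with CHAPS, BSA, DTT | Also added: Cytochrome c and DEVD-Rh110 substrate | Times: 30 min plus 50 min, RT | Detection: Rhodamine 110 fluorescence at Ex 480/Em 540 nm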
NLRP3 yeast inh: blocks the NALP3 inflammasome reconstituted in yeast. Yeast reconstituted NLRP3/ASC/caspase-1, beta-gal luminescence, 24 h. inhibition, % at 10 µM. actives 0.39% (n = 330,000). AID 2825;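 active = inhibition of 50% or more; inactive = inhibition below 50%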;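 also: plate controls were induced DMSO wells for no effect and uninduced yeast grown without galactose for full effect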
SENP8 block-2: blocks the human protease SENP8 | AID 2540 | purified SENP8, Z-RLRGG-aminoluciferin cleavage, luminescence | inhibition, % at 10 µM | actives 1.2% (n = 330,000) | Q96LD8; in the data active = inhibition above about 50%
SENP6 block: inhibitors of human SENP6 protease; Q9GZR1; actives 1.8% (n = 330,000); inhibition, % at 10 µM; Recombinant SENP6 catalytic domain, aminoluciferin luminescence;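 active = inhibition above about 50% at the single tested dose, limit read from the data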;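 also: plate controls were DMSO wells with enzyme for no effect and DMSO wells lacking enzyme for full effect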
SENP7 block: SENP7 protease inhibition; inhibition, % at 5 µM; recombinant SENP7, Z-RLRGG-aminoluciferin luminescence, 40 min; actives 1.5% (n = 330,000); Q9BQF6;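 active = inhibition above about 50% at the single test dose, limit read from the data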;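 also: plate controls were DMSO with enzyme for no effect and no enzyme buffer wells for full effect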
PfGluPho inh: PfG6PD (Plasmodium falciparum) enzyme inhibition | AID 504690 | actives 0.78% (n = 350,000) | PfGluPho enzyme, NADPH resazurin-diaphorase fluorescence | inhibition, % at 20 µM;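 active = inhibition reaching at least a set limit at 20 µM in the primary screen, cut at about 59% in these data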;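 also: 0% = DMSO wells with substrate and 100% = DMSO wells lacking glucose-6-phosphate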
HKDC1 inhibitor: HKDC1 (human) hexokinase inhibition; recombinant HKDC1, G6PDH/diaphorase resazurin coupled fluorescence; inhibition, % at 20 µM; actives 0.16% (n = 340,000); AID 493160;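 active = inhibition above about 35% when tested at 20 µM, limit read from the data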;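 also: plate controls were DMSO wells with enzyme for no effect and DMSO wells lacking enzyme for full effect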
Target sequence (Q2TB90 whole entry, looked up): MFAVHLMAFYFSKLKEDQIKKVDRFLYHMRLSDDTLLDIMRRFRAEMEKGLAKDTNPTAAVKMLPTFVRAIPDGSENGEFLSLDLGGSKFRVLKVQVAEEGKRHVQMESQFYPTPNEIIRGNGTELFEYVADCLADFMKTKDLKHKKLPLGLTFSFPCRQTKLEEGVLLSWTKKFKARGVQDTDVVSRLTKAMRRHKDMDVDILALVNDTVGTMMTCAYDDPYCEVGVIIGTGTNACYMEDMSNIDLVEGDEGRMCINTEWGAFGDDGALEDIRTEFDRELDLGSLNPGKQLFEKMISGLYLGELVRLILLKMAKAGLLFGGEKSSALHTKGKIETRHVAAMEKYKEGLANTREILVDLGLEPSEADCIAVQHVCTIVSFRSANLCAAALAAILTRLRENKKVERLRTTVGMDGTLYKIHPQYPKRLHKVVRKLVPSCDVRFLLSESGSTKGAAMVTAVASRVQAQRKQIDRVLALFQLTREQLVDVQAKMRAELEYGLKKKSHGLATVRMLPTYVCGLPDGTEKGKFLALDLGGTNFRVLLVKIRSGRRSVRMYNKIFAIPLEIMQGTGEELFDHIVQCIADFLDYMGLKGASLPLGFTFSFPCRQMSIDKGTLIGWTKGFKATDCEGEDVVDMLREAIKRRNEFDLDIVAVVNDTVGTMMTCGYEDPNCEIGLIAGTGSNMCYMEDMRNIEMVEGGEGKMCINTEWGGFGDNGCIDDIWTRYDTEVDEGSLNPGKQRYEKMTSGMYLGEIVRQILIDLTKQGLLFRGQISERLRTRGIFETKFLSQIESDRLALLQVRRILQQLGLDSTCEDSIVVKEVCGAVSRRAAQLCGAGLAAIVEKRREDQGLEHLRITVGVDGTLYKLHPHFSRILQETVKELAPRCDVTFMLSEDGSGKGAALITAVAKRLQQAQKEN
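Test system: Recombinant HKDC1 (HK5) hexokinase enzyme, produced in-house | Input: HKDC1 at 5 µg/mL | Buffer or medium: Tris pH 8.0 buffer with MgCl2, Tween-20, BSA, BME | Schedule: 90 min reaction incubation at room temperature, dark | Technique: Resazurin-to-resorufin fluorescence via G6PDH and diaphorase coupling, 525/613 nm | Controls: DMSO wells with and without enzyme mix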
Numbers without * were called inactive; i = inactive; / = no result given.

SMILES	SENP1 inh	SENP8 block-1	Apaf1 inhib	NLRP3 yeast inh	SENP8 block-2	SENP6 block	SENP7 block	PfGluPho inh	HKDC1 inhibitor
COc1ccc(C(=O)N2CCC(n3nccc3NC(=O)C3CC3)CC2)cc1F	1	0	11	3	-7	-5	-9	5	-5
COc1ccc(C2C(C#N)=C(C)NC3=C2C(=O)CC(C)(C)C3)cc1 (stereo not given)	-14	i	12	-6	-2	4	13	-4	3
O=C(O)Cc1ccc(NC(=O)Nc2ccc(Br)cc2)cc1	0	-7	8	3	4	-7	-2	-4	-8
CN1C(=O)c2ccc(C(=O)Nc3ccc(Br)cn3)cc2C1=O	-2	-250	-8	5	-8	-3	18	0	-3
COc1cccc(NC(=O)C2C3C=CC4(O3)C2C(=O)N(CCN2CCCCC2)C4C(=O)NC2CCCCC2C)c1 (stereo not given)	1	18	12	6	-8	-8	-8	-19	-7
Cc1cccc(NC(=O)c2cccnc2Oc2ccccc2)c1C(=O)O	0	20	9	-6	-9	-33	-7	-14	-1
CCCCc1ccc(NC(=O)CSc2nc(=O)n(CCN(C)C)c3c2CCC3)cc1	0	4	27	18	-6	-18	-1	-6	-3
COc1ccccc1CNC(=O)CC(C)C	0	24	5	-8	4	2	3	-2	-1
COC(=O)c1nn(-c2ccc(-c3ccccc3)cc2)cc1O	-8	-492	5	7	93*	97*	97*	0	-1
CCc1ccc(NC(=O)CSc2nnc(CNC(=O)c3ccc(OC)cc3)o2)cc1	4	3	-2	6	-3	-2	3	4	-6
CC1CCN(S(=O)(=O)c2ccc(C(=O)N3CCCC3C(=O)O)cc2)CC1 (stereo not given)	0	-1	15	11	-7	0	4	0	1
Cc1ccc(S(=O)(=O)N2[C@@H](c3ccc(Cl)cc3)C(C(=O)O)=CC[C@H]2c2ccc3c(c2)OCO3)cc1	-4	-3	13	-4	9	6	10	0	11
Cn1c(=O)c2c(nc(CN3CCc4ccccc4C3)n2Cc2ccc(Cl)cc2)n(C)c1=O	-3	10	4	-12	-2	-9	-5	-5	-6
CCCCN(C)CCOc1ccccc1OCC	2	9	8	12	3	-1	9	6	-16
CC(C)N1CCN(C(=O)c2ccc(NC(=O)c3ccc(Br)o3)cc2)CC1	0	12	-7	16	1	-6	-2	17	8
Cc1cc(C)cc(NC(=O)c2ccc(N3C(=O)C4CCCCC4C3=O)cc2)c1 (stereo not given)	2	6	17	26	-12	-9	-5	-26	7
CCCCSc1nc(NCc2ccco2)c2c3c(sc2n1)COC(C)(C)C3	-9	-270	15	21	1	0	0	18	0
CC(C)CCNC(=O)CC1Nc2c3ccccc3nc(=S)n2C1=O (stereo not given)	1	3	-7	1	6	-19	0	-2	-34
CC(NC(=O)CNC(=O)C(Cc1ccccc1)NC(=O)OCc1ccccc1)C(N)=O (stereo not given)	0	-4	-5	16	0	6	1	5	-3
CCOC(=O)CCn1cnc2ccc([N+](=O)[O-])cc2c1=O	3	15	-8	6	-3	9	6	-8	-5
Cc1ccc(CNC(=O)CN2C(=O)CSc3ccc(S(=O)(=O)N4CCC(C)CC4)cc32)cc1	2	11	19	7	-5	2	7	15	2
O=C(NC1CCCCC1)C12CC3CC(C1)CC(n1cncn1)(C3)C2	1	28	1	8	-4	-10	-6	-9	-2
Cc1nn(-c2ccccc2)c(N2CCCC2)c1C=O	-1	0	10	-4	-14	-15	-8	0	-7
COc1ccccc1C(NC(C)=O)c1c(O)ccc2ccc(O)cc12 (stereo not given)	3	15	-6	0	2	9	7	41	14
S=c1[nH]nc(CSCc2ccccc2Cl)n1-c1ccccc1	3	4	-5	14	-15	-9	-8	8	6
The list goes on.
SMILES	SENP1 inh	SENP8 block-1	Apaf1 inhib	NLRP3 yeast inh	SENP8 block-2	SENP6 block	SENP7 block	PfGluPho inh	HKDC1 inhibitor
CCSc1nc(CC)c2c(c1C#N)CCCC2	-2	15	13	11	2	2	7	-19	-4
COc1ccccc1CNC(=O)COC(=O)c1ccc2c(=O)n3c(nc2c1)CCCCC3	-6	-53	-5	-3	-6	7	6	-13	-2
Clc1ccccc1Nc1nc2ccccc2o1	2	4	6	15	95*	95*	100*	-1	-5
Cc1ccc(C(C)C)c(OCC(=O)Nc2ccccc2N2CCN(C)CC2)c1	1	25	29	11	-9	-15	-14	15	1
COc1ccc(S(=O)(=O)N2CCCCCC2)cc1NC(=O)Cc1ccccc1F	3	22	9	7	-9	-15	6	22	-1
Cc1ccc(S(=O)(=O)N2[C@@H](c3ccc(Cl)cc3)C(C(=O)O)=C[C@H]2C(C)(C)C)cc1	-2	-2	1	8	-5	-14	2	-1	-2
CS(=O)(=O)c1ccccc1-c1nnc(NC(=O)c2ccc3ncsc3c2)o1	-3	-24	6	26	-8	-6	9	-11	-2
COc1cccc(CNC(=O)c2cccnc2Sc2ccc(C)cc2C)c1	-1	4	7	4	-2	-2	-4	-5	-8
Cc1cccc(NC(=O)c2cccnc2)c1C	2	10	3	12	3	-4	1	-9	1
CCn1ncc(Cl)c1C(=O)NC(C)c1ccccc1 (stereo not given)	3	12	-22	5	1	-10	7	-19	-4
CCc1cc(C(=O)c2ccc(OC)cc2)c(NC(=O)CN2CCN(C)CC2)s1	1	31	26	14	-11	-3	-7	-3	0
CC(Oc1ccccc1)C(=O)N1CCN=C1SCc1ccccc1 (stereo not given)	0	24	7	13	7	-14	3	2	-5
O=C(CSc1ncccn1)n1c2c(c3ccccc31)CCCC2	2	13	-4	17	-7	-14	-3	47	-7
COc1cc(OC)cc(C(=O)NCC(=O)OCC(=O)Nc2ccc3c(c2)OCO3)c1	-2	17	-4	9	0	-1	5	-2	2
O=C(COc1cccc(Oc2ccccc2)c1)Nc1ccc(SC(F)F)cc1	1	4	12	5	-6	-4	0	9	11
C=CCc1cccc2cc(C(=O)NCCOC)c(=O)oc12	1	-256	-23	6	-1	-11	1	2	-6
Cc1ccc([N+](=O)[O-])cc1-c1ccc2cccc(C)c2n1	3	11	4	15	6	-4	0	-4	6
Cc1cc(C)nc(N2CCCC(C(=O)NCc3cccs3)C2)n1 (stereo not given)	2	-52	-16	11	-3	2	7	4	-9
O=C1NN(c2ccccc2)C(=O)/C1=C/c1ccc(-c2cccc(C(=O)O)c2)o1	-9	-23	8	22	-1	-8	-9	-6	11
CC(=O)c1c(C)[nH]c(C(=O)Nc2ccc(F)cc2F)c1C	0	8	0	37	-8	0	-7	10	2
COCC(=O)NC1CC(C)(C)Cc2c1cnn2-c1ccc(F)cc1 (stereo not given)	1	0	0	3	-13	-7	9	-12	1
COC(=O)c1cc(C#N)c(N(C)Cc2ccccc2)nc1C	0	-231	14	8	-4	8	6	-6	-4
O=C1OCC2=C1C(c1ccc(F)cc1)c1cc3c(cc1N2)OCO3 (stereo not given)	-18	-433	/	/	/	/	/	-8	-8
O=C1N/C(=C/c2ccc(N3CCOCC3)o2)C(=O)N1c1ccccc1	1	4	/	/	/	/	/	25	-6
O=C(COC(=O)COc1ccccc1)Nc1ccc(S(=O)(=O)N2CCOCC2)cc1	5	0	-3	4	1	-8	7	3	-5
(cont.)
SMILES	SENP1 inh	SENP8 block-1	Apaf1 inhib	NLRP3 yeast inh	SENP8 block-2	SENP6 block	SENP7 block	PfGluPho inh	HKDC1 inhibitor
CCN1CCN(CC(O)COC(c2ccccc2)c2ccccc2C)CC1 (stereo not given)	1	8	5	8	4	-1	3	-4	-2
COc1ccc(-c2nnn(CC(=O)N(CC(=O)NC3CCCC3)c3ccccc3)n2)cc1OC	0	7	4	11	5	-13	2	0	12
O=C(N/N=C/c1ccc(-c2cccc([N+](=O)[O-])c2)o1)c1cccs1	3	26	4	13	0	0	-3	11	-11
CCc1ccc(NC(=O)Cn2c(=O)oc3cc(S(=O)(=O)N4CCOCC4)ccc32)cc1	2	8	0	10	3	2	6	-10	-4
O=C(CCN1C(=O)/C(=C/C=C/c2ccccc2)SC1=S)Nc1nccs1	48	14	17	-4	-3	-14	-16	-13	-2
O=C(CSc1nc2ccccc2c(=O)n1CCCO)N1CCc2ccccc21	3	16	9	10	-7	1	5	6	-8
COc1cccc(S(=O)(=O)c2nc(C)c3c(n2)CCC3)c1	2	16	-1	12	-5	-4	9	-10	-7
CSc1nnc2c(n1)OC1(Nc3ccccc3-2)C(=O)Nc2ccccc21 (stereo not given)	3	13	-2	12	-3	-17	6	3	-9
CCC(=O)c1ccc(O)c(OC)c1	0	31	-8	1	0	-9	1	-14	0
COc1ccc2nc(NC(=O)C3CC(=O)N(c4ccc5c(c4)OCCO5)C3)sc2c1 (stereo not given)	-2	-16	3	12	4	-7	-6	0	1
CCN(CC(=O)Nc1cccc(OC)c1)C(=O)c1ccc(C)s1	3	8	5	2	1	-4	3	-15	0
Cc1cccc(C(=O)n2c(=S)nc3cc(C)ccn32)c1	0	-20	-9	46	58*	75*	81*	51	14
COc1ccc(NS(=O)(=O)c2ccc3[nH]c(=O)[nH]c3c2)cc1	4	24	-13	9	-1	-1	4	-28	1
O=C(O)c1ccc(NS(=O)(=O)c2ccc3c(c2)C2C=CCC2C(c2ccccc2F)N3)cc1 (stereo not given)	-22	-38	5	-12	8	23	2	0	8
Cc1ccc(/C=N/NC(=O)c2ccccc2OCc2cccc(Br)c2)o1	0	-22	27	42	7	1	1	23	-5
Nc1nc(Cl)cc(-c2ccccc2)n1	-12	-30	6	13	-10	-20	-6	5	-1
Cc1cc2nc(-c3ccc(NC(=O)c4cccnc4)cc3)oc2cc1C	-8	-395	-17	19	0	-15	-4	-2	-5
CCn1cc(C(=O)NN)c(=O)c2cc(F)c(N3CCCCC3)cc21	1	-127	16	12	-3	-11	-5	-6	-2
O=C(NC(O)C(=O)c1ccccc1)c1cccs1 (stereo not given)	-24	-12	-3	10	-4	-6	1	10	-2
O=C(CN1CCOCC1)N1CCCc2c1c(=O)oc1ccc(OCc3ccccc3)cc21	-3	-104	-3	13	2	2	5	11	12
O=C(COC(=O)CNC(=O)c1ccc(Cl)cc1)Nc1ccc(Cl)cn1	4	1	1	13	4	2	2	-4	-3
O=C(c1ccc(-c2ccc([N+](=O)[O-])cc2Cl)o1)N1CCOCC1	3	6	-3	15	0	-13	8	3	-11

Two consecutive records from above:
SMILES	SENP1 inh	SENP8 block-1	Apaf1 inhib	NLRP3 yeast inh	SENP8 block-2	SENP6 block	SENP7 block	PfGluPho inh	HKDC1 inhibitor
CCN1CCN(CC(O)COC(c2ccccc2)c2ccccc2C)CC1 (stereo not given)	1	8	5	8	4	-1	3	-4	-2
COc1ccc(-c2nnn(CC(=O)N(CC(=O)NC3CCCC3)c3ccccc3)n2)cc1OC	0	7	4	11	5	-13	2	0	12

6 compounds from above with just SENP6 block, SENP8 block-1 and Apaf1 inhib:
mol | SENP6 block | SENP8 block-1 | Apaf1 inhib
Nc1nc(Cl)cc(-c2ccccc2)n1 | -20 | -30 | 6
Cc1cc2nc(-c3ccc(NC(=O)c4cccnc4)cc3)oc2cc1C | -15 | -395 | -17
CCn1cc(C(=O)NN)c(=O)c2cc(F)c(N3CCCCC3)cc21 | -11 | -127 | 16
O=C(NC(O)C(=O)c1ccccc1)c1cccs1 (stereo not given) | -6 | -12 | -3
O=C(CN1CCOCC1)N1CCCc2c1c(=O)oc1ccc(OCc3ccccc3)cc21 | 2 | -104 | -3
O=C(COC(=O)CNC(=O)c1ccc(Cl)cc1)Nc1ccc(Cl)cn1 | 2 | 1 | 1
